Screening results deposited in PubChem by several laboratories.
PDI inh – inhibitors of human protein disulfide isomerase | P07237 | inhibition, % at 10 µM | PDI insulin aggregation turbidity, A650, 90 min | 0.052% of 350,000 active;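 active = mean inhibition across replicates of 30% or more, whatever share of single replicates reach that level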;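 also: absorbance from insulin aggregation driven by PDI reduction with DTT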
aDG glyco up – increases alpha dystroglycan glycosylation; Pro5-aDG cells, alpha-DG glycosylation AlphaScreen (IIH6); 0% Pro5, 100% B10-LARGE cell signal; activation, % at 10 µM; 0.22% of 360,000 active;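 active = activation of at least 8% versus controls, or a plate z-score of at least 8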;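 also: Pro5 are CHO cells carrying HIG-tagged alpha-DG that lacks glycosylation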
iPSC survival up – hiPSC single-cell survival enhancement. ATPlite luminescence; 100% = ROCK inhibitor wells, 0% = DMSO. survival enhancement, % at 20 µM. 0.044% of 360,000 active. AID 602274; in the data active = survival enhancement above about 18%;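 also: cells exposed to compounds for 16 hours before the ATP read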
Exocytosis inh – blocks lytic granule exocytosis | TALL-104 LAMP-1 surface exposure, flow cytometry; cells stimulated with thapsigargin and PMA | 0.66% of 360,000 active | AID 651702 | inhibition, % at 10 µM;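 active = inhibition above about 55%, limit read from the data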
ABCB6 inh 2 – human ABCB6 transporter inhibition; Q9NP58; K562-ABCB6 porphyrin accumulation, flow cytometry, 1 h; hits give low values; fluorescence ratio to DMSO, % at 10 µM; 0.19% of 360,000 active; AID 602162;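 active = fluorescence ratio to DMSO below 75%, the collection mean minus 3 SD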;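 also: signal is porphyrin accumulated inside mitochondria; 100% equals median channel fluorescence of DMSO control wells; lower ratio means ABCB6 inhibition with less porphyrin fluorescence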
Glyco luc inh – blocks N-linked glycosylation in D54 reporter cells. 0.23% of 360,000 active. AID 588692. D54 ERlucT glycosylation luciferase reporter, 24 h; percent of 100 nM tunicamycin response. reporter increase, % at 12.5 µM;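 active = mean luciferase reporter signal, scaled so untreated is 0 and the glycosylation-blocking control 100, at or above a set limit in every replicate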;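 also: luciferase carries N-glycosylation sites so blocking glycosylation raises the light; 0% = median of neutral control wells and 100% = median of 100 nM tunicamycin wells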
m5-HT2A agonist – activates the mouse 5-HT2A serotonin receptor. P35363. CHO-K1 mHTR2A beta-arrestin complementation, luminescence; percent of 30 µM serotonin response. activation, % at 7.6 µM. 0.66% of 360,000 active;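 active = activation above a run cutoff, the mean activation of all tested compounds plus 3 SD, cut at about 14% in these data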;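 also: 0% = plate median of compound wells and 100% = 30 µM serotonin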
Target sequence (P35363 whole entry, looked up): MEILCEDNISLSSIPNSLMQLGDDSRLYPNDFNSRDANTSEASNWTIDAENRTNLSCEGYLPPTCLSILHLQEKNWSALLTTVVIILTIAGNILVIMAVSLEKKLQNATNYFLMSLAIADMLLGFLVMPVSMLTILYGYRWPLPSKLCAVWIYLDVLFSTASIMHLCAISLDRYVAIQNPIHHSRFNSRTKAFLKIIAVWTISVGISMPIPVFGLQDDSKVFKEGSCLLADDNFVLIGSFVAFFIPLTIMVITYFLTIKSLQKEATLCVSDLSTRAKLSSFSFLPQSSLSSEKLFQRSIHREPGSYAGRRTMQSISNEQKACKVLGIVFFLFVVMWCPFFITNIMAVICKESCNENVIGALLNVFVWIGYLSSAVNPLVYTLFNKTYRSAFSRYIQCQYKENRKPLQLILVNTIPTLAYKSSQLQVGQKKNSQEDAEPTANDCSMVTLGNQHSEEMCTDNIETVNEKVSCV
CaV13 ICDI inh – Disruptors of the CACNA1D IQ motif to Ca2+-dependent inactivation inhibitor domain association, primary screening, Förster resonance energy transfer in intact living … | HEK cells, CFP/YFP FRET ICDI-IQ, plate reader, 10 min; percent FRET-ratio fall versus neutral wells | inhibition, % at 12.3 µM | 0.098% of 340,000 active;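 active = mean replicate inhibition of at least 30% and at least 1% of replicates passing that level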;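 also: 0% = median of the neutral control wells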
H9c2 protect – modulators protecting cardiomyocytes from myocardial damage; AID 588492; H9c2 cardiomyocytes, H2O2 injury protection, ATPLite, 2 h; 0.63% of 360,000 active; protection from H2O2 cell death, % at 20 µM;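 active = compounds giving at least 50% protection of heart cells from peroxide-induced death in the single-dose screen, raw or plate-pattern-corrected value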;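 also: 0% = DMSO wells with peroxide and 100% = DMSO wells without peroxide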
Vif imaging – HIV Vif inhibition; HEK293T cells, Vif self-association by quenched fluorescence, imaging, 24 h; 0.35% of 340,000 active; inhibition, % at 7.49 µM; in the data active = inhibition above about 50%, passing the limit was not always enough; also: some results filed as inactive read as strong as hits
An asterisk follows results filed as active; / = no result given. The list is partial, so the mix of outcomes need not match the whole.

item	mol	PDI inh	aDG glyco up	iPSC survival up	Exocytosis inh	ABCB6 inh 2	Glyco luc inh	m5-HT2A agonist	CaV13 ICDI inh	H9c2 protect	Vif imaging
1	CCN(CCNc1ccc([N+](=O)[O-])c2cccnc12)S(=O)(=O)c1ccccc1	-5	-0.2	3.1	-6	100	2	3	-7	4	7
2	CCc1cccc2c(C#N)cn(CC(=O)N3CCOCC3)c12	9	-0.4	0.0	3	94	3	-3	-3	-3	-4
3	CN1CCN(CC(=O)Nc2ccc([N+](=O)[O-])cc2C(=O)c2ccccc2)CC1	9	-0.7	-0.8	0	102	0	1	-2	0	1
4	CC(=O)NC(C)Cc1ccccc1 (stereo not given)	-2	-0.1	-0.3	-2	107	4	4	-5	-2	-4
5	CC(=NCc1ccco1)c1c(O)n(-c2ccccc2C)c(=O)[nH]c1=O	-6	-0.1	-0.4	1	102	-1	0	-5	3	-8
6	CCN(CC)C(=O)c1ccc(N2C(=O)C3CC=C(Cl)CC3C2=O)cc1 (stereo not given)	2	0.0	1.4	-1	99	3	1	/	4	7
7	O=C1NC(=O)N(Cc2ccccc2Cl)C(=O)/C1=C/N1CCOCC1	1	-0.2	-0.1	3	95	-1	-1	-3	1	5
8	O=C(O)C(Cl)(Cl)Cl	-1	-0.1	2.8	-6	97	-1	23*	-6	9	-11
9	C=C1C[C@]2(O)[C@@]3(C)CCC(=O)C(C)(C)C3=C(O)C(=O)[C@@]2(C)[C@@H]2C(=O)O[C@@](C)(C(=O)OC)C(=O)[C@@]12C	/	0.1	-0.6	0	101	0	1	/	-1	-4
10	OCCOCC#CCN1CCOCC1	7	0.0	0.2	3	92	3	1	/	13	3
11	CCCCCCC(=O)N/N=C/c1c(O)n(CCc2ccccc2)c(=O)[nH]c1=O	-10	0.2	0.7	7	102	3	-2	-5	39	-1
12	COC(=O)C1=C(c2ccc(F)cc2F)C[C@@H]2CC[C@H]1N2C(=O)N1CCC(O)(c2ccc(Cl)cc2)CC1	0	-0.3	-4.2	22	97	0	-2	-3	2	3
13	COc1cc(C(=O)Nc2ccc(Br)cc2C(=O)c2ccccc2Cl)cc(OC)c1OC	-4	0.0	-0.7	0	97	-6	2	/	-6	2
14	O=c1cccc2n1CC1CNC[C@H]2C1	-2	-0.3	0.5	-4	90	1	-2	-5	14	-17
15	O=c1cccc2n1CC1CC2CN(S(=O)(=O)c2cc(Cl)ccc2Cl)C1 (stereo not given)	8	-0.2	-0.4	10	98	-2	1	-10	0	-2
16	O=C(Cn1cnc2sc3c(c2c1=O)CCCC3)NCCCC(=O)N1CCC2(CC1)OCCO2	0	0.0	-2.0	0	99	1	-1	-5	10	-15
17	CC(N=Cc1c(O)n(C2CC2)c(=S)[nH]c1=O)c1ccccc1 (stereo not given)	0	0.0	1.1	-5	95	4	-3	-4	7	-7
18	CCOC(=O)C1CN(C)CCC1=O (stereo not given)	-7	-0.2	0.8	-4	105	-1	-3	/	1	5
19	Cc1nc(C)c(C(=O)NN=Cc2ccc(N(CCCl)CCCl)cc2)s1	-20	0.7	-1.1	-1	92	-1	-5	-7	6	1
20	O=C1C=C2c3ccccc3CC(C(=O)O)C2CC1 (stereo not given)	/	2.0	-0.4	2	97	-1	8	-9	0	3
21	O=C(NC1CCCCC1)N1Cc2cc(-c3cccc(F)c3)ccc2-n2nncc2C1	/	-0.2	-0.7	1	98	5	5	-6	5	10
22	O=[N+]([O-])c1ccc(N2CCNCC2)cc1N1CCCCC1	3	0.1	-1.0	1	91	-2	8	-7	1	6
23	COc1cc2c(cc1OC)[C@@H]1C(=O)c3ccc4c(c3O[C@@H]1CO2)C[C@H](C(C)C)O4	-1	2.6	-0.4	18	93	1	4	2	-14	-22
24	CCC(=NCc1ccco1)c1c(O)n(C)c(=O)n(C)c1=O	-38	0.6	-0.1	-4	100	0	7	3	0	-6
25	C/C(=N\NC(=O)c1ccccc1)c1c(O)n(Cc2ccccc2)c(=O)[nH]c1=O	5	0.0	-0.2	-3	103	-1	-1	-4	0	4

5 compounds from above, arranged by length of the SMILES, rising:
item	mol	PDI inh	aDG glyco up	iPSC survival up	Exocytosis inh	ABCB6 inh 2	Glyco luc inh	m5-HT2A agonist	CaV13 ICDI inh	H9c2 protect	Vif imaging
18	CCOC(=O)C1CN(C)CCC1=O (stereo not given)	-7	-0.2	0.8	-4	105	-1	-3	/	1	5
14	O=c1cccc2n1CC1CNC[C@H]2C1	-2	-0.3	0.5	-4	90	1	-2	-5	14	-17
22	O=[N+]([O-])c1ccc(N2CCNCC2)cc1N1CCCCC1	3	0.1	-1.0	1	91	-2	8	-7	1	6
5	CC(=NCc1ccco1)c1c(O)n(-c2ccccc2C)c(=O)[nH]c1=O	-6	-0.1	-0.4	1	102	-1	0	-5	3	-8
9	C=C1C[C@]2(O)[C@@]3(C)CCC(=O)C(C)(C)C3=C(O)C(=O)[C@@]2(C)[C@@H]2C(=O)O[C@@](C)(C(=O)OC)C(=O)[C@@]12C	/	0.1	-0.6	0	101	0	1	/	-1	-4

New compounds follow
item	mol	PDI inh	aDG glyco up	iPSC survival up	Exocytosis inh	ABCB6 inh 2	Glyco luc inh	m5-HT2A agonist	CaV13 ICDI inh	H9c2 protect	Vif imaging
26	CCc1cc(=O)[nH]c(SCCCF)n1	-1	-0.3	-3.6	-2	99	1	-3	16	2	-5
27	COC(=O)C1=C(c2ccc(F)cc2F)C[C@@H]2CC[C@H]1N2C(=O)NC1CC1	3	0.1	-3.5	-3	97	2	3	/	-2	5
28	COC(=O)C1=C(c2ccc(F)cc2F)C[C@@H]2CC[C@H]1N2C(=O)N1CCOCC1	20	0.2	2.8	-10	97	1	-1	-6	7	0
29	Cc1ccccc1CC(=O)N(CCN(C)C)CC1CCCN(Cc2ccccc2F)C1 (stereo not given)	5	-0.2	0.2	62*	90	1	-7	-21	13	39
30	COc1ccc(CNC(=O)C(NC(C)=O)C(C)C)cc1OC (stereo not given)	2	-0.2	-0.5	-3	95	2	-1	-2	13	-12
31	COc1ccc(-c2[nH]ncc2CNC(C)Cc2ccsc2)c(F)c1 (stereo not given)	-7	0.9	0.1	0	97	-1	3	13	-1	/
32	COC(=O)C(O)(c1ccc(NC(=S)NC(=O)c2ccccc2)cc1)C(F)(F)F (stereo not given)	20	0.0	-1.5	2	94	0	-8	-4	-2	-12
33	O=C(COc1ccc(Cl)cc1)N1CCN(C2CCCC2)CC1	-2	-0.1	0.5	1	106	-2	-6	-5	-2	4
34	CC1(C)CC2CCC(O)C2C(CCO)N1 (stereo not given)	0	0.2	2.9	-1	108	1	0	-6	9	3
35	CC/C(=N\NC(=O)c1ccccc1)c1c(O)n(Cc2ccccc2)c(=O)[nH]c1=O	21	-0.1	-0.1	4	98	-1	-3	-3	-2	-10
36	Clc1ccc(-c2nc3ccc(Cl)cn3c2CN2CCCCC2)cc1	-6	0.4	2.0	6	87	-3	2	-4	-4	-1
37	O=C(NN=Cc1ccc(N(CCCl)CCCl)cc1)C(=O)c1c[nH]c2ccccc12	-25	0.6	-3.0	2	96	-4	-1	-24	16	1
38	CN(C)C(=S)SSC(=S)N(C)C	-7	-0.3	-1.9	41	104	6	10	-5	-46	3
39	FC(F)(F)c1ccc2c(c1)N(CCCN1CCN(CCCl)CC1)c1ccccc1S2	0	0.6	-1.7	5	100	3	-6	-2	-18	3
40	CCC(C)n1c(O)c(C=NCCN2CCOCC2)c(=O)[nH]c1=S (stereo not given)	-8	-0.2	0.1	3	98	1	1	-2	-1	-5
41	COC(=O)C1=C(c2cccc(OC)c2OC)C[C@@H]2CC[C@H]1N2C(=O)N1CCOCC1	-7	0.0	4.0	-10	100	3	5	-12	9	-5
42	CCOc1cc(CNC(C)C(O)c2ccccc2)cc(Cl)c1OCC (stereo not given)	11	1.0	-0.9	-2	103	0	10	-15	-3	-2
43	CCC(=Nc1cccc(C(F)(F)F)c1)c1c(O)n(C)c(=O)n(C)c1=O	-2	-0.1	-0.3	-6	102	-1	2	1	-7	4
44	COc1ccc(C(O)C(C)NC(C)C(O)c2ccc(OC)cc2)cc1 (stereo not given)	-1	0.0	-0.8	-6	98	1	-2	-5	1	21
45	Cc1nc2c(c(C)nn2-c2ccccc2)c(C)c1CCC(=O)N1CCC2(CC1)OCCO2	-1	0.1	8.2	-3	91	-4	2	/	20	7
46	CP(C)(=O)CCC(=O)O	4	0.1	0.1	2	96	0	-3	/	-3	2
47	Cc1cccc(N2CCC3(CC2)C(=O)NC(=O)NC3=O)c1	-2	-0.2	0.2	-1	86	0	-1	-5	-3	2
48	CN/C=C(/Cl)P(=O)(OC(C)C)OC(C)C	3	0.0	0.3	-4	92	2	0	4	10	-6
